# Screening data (PubChem BioAssay)
# PAFAH1B2 FP inh = blocks human PAF acetylhydrolase 1b catalytic subunit 2; recombinant PAFAH1B2, FP-rhodamine activity probe, fluorescence polarization; inhibition, % at 3.39 µM; 340,000 tested, 1.2% active; AID 492953;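 active = inhibition above the mean of all tested compounds plus 3 SD, cut at about 24% in these data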;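 also: 0% = enzyme with DMSO and 100% = wells lacking PAFAH1B2; many of its hits are not listed in these tables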
# Target sequence (P68402 whole entry, looked up): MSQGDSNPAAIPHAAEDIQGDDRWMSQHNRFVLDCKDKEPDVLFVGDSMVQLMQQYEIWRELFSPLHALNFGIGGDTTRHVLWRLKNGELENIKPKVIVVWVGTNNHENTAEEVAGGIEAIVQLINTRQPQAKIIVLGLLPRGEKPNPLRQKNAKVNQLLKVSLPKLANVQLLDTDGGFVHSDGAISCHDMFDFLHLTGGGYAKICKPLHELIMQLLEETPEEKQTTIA
# LYPLA1 counter = blocks human lysophospholipase 1, a PME1 counter-screen | O75608 | recombinant LYPLA1, FP-Rh probe fluorescence polarization | inhibition, % at 5.9 µM | 320,000 tested, 0.16% active | AID 2174;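 active = inhibition above the mean of all tested compounds plus 3 SD, set per campaign, cut at about 14% in these data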;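 also: inhibitors block serine hydrolase probe labeling of LYPLA1 so polarization falls; 0% = enzyme with DMSO and 100% = wells lacking LYPLA1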
# Target sequence (O75608 whole entry, looked up): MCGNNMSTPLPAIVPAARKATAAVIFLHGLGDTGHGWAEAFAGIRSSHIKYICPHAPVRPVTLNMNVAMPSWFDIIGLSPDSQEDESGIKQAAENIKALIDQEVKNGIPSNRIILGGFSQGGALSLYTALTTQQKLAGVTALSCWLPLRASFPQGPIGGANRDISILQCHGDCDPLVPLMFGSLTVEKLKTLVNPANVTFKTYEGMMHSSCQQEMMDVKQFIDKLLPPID
# GSTO1 inh = GSTO1 inhibition, counter-screen for RBBP9 inhibitors; inhibition, % at 5.96 µM; 300,000 tested, 1.1% active; AID 1974; recombinant GSTO1, activity-based probe fluorescence polarization;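 active = inhibition above the campaign mean inhibition plus 3 SD, cut at about 35% in these data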;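 also: 0% = GSTO1-1 with DMSO and 100% = wells lacking GSTO1-1 enzyme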
# Target sequence (P78417 whole entry, looked up): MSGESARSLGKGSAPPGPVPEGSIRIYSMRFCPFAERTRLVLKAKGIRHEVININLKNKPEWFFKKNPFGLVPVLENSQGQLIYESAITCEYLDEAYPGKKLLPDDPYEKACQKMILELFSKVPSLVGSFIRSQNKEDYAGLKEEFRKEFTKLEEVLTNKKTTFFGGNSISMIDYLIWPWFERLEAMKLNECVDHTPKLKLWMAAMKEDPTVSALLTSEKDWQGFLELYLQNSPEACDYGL
# PREPL inh = inhibits the human prolyl oligopeptidase-like enzyme; Q4J6C6; recombinant PREPL, fluorescence polarization activity-based probe; inhibition, % at 5.96 µM; 320,000 tested, 0.68% active; in the data active = inhibition above about 43%;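 also: 0% = enzyme with DMSO and 100% = wells lacking enzyme; many of its hits are not listed in these tables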
# PAFAH2 inh = inhibitors of human PAFAH2; recombinant PAFAH2, FP-rhodamine activity probe, fluorescence polarization; inhibition, % at 3.39 µM; 340,000 tested, 0.99% active;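 active = inhibition above the mean over all tested compounds plus 3 SD, cut at about 30% in these data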;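 also: inhibitors block probe labeling of enzyme so polarization drops; 0% = enzyme with DMSO and 100% = wells lacking PAFAH2 protein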
# PAD4 inh = inhibitors of human PAD4 | recombinant PAD4, RCA probe fluorescence polarization | inhibition, % at 6.36 µM | 330,000 tested, 0.41% active | AID 485272;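 active = percent inhibition above a cutoff equal to the mean of all tested compounds plus 3 SD, cut at about 15% in these data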;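 also: 0% = PAD4 with RCA probe and DMSO and 100% = probe without PAD4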
# pPAFAH FP inh = pPAFAH (human) enzyme inhibition; recombinant pPAFAH, FP-rhodamine probe fluorescence polarization; Q13093; inhibition, % at 3.39 µM; AID 463082; 330,000 tested, 1.5% active;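 active = inhibition above the mean inhibition across the screen plus 3 SD, cut at about 25% in these data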;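 also: inhibitors block binding of the rhodamine activity-based probe so polarization drops; 0% = enzyme with DMSO and 100% = wells lacking pPAFAH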
# LYPLA2 inh = counter-screen for PME1 inhibitors: inhibitors of human LYPLA2. inhibition, % at 5.9 µM. recombinant LYPLA2, FP-Rh probe fluorescence polarization. 320,000 tested, 0.38% active. O95372;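 active = inhibition above the screen-wide mean plus 3 SD, limit set per campaign, cut at about 26% in these data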;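 also: 0% = LYPLA2 with DMSO and 100% = wells lacking LYPLA2 enzyme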
# Target sequence (O95372 whole entry, looked up): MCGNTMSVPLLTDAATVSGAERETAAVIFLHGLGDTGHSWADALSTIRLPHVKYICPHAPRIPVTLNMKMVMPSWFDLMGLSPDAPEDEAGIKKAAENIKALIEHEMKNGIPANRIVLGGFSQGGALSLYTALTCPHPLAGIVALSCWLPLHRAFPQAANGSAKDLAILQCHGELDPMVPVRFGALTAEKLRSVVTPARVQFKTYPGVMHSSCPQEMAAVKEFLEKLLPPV
# PAFAH1B3 inh = PAFAH1B3 (human) inhibition; Q15102; recombinant PAFAH1B3, FP-rhodamine probe, fluorescence polarization; inhibition, % at 3.39 µM; 340,000 tested, 0.28% active;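 active = inhibition above the screen-wide average of all tested compounds plus 3 SD, cut at about 25% in these data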;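 also: 0% = enzyme with DMSO only and 100% = wells lacking PAFAH1B3 protein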
# * = called active by the depositor; . = no result given.
SMILES,PAFAH1B2 FP inh,LYPLA1 counter,GSTO1 inh,PREPL inh,PAFAH2 inh,PAD4 inh,pPAFAH FP inh,LYPLA2 inh,PAFAH1B3 inh
Cc1ccc(S(=O)(=O)N2CCOC2CNC(=O)C(=O)NCc2ccco2)cc1 (centres undefined),2,2,2,13,4,-6,7,8,-8
CC1(C)OCC(C2CC(c3ccccc3)NS(=O)(=O)O2)O1 (centres undefined),1,3,-2,2,-5,-1,-5,-1,2
CN(NC(=O)/C=C/C(=O)O)c1ncc(C(F)(F)F)cc1Cl,0,-4,3,4,0,7,-9,1,8
Cc1ccccc1OCC(=O)NC(=S)Nc1ccccc1N1CCN(S(C)(=O)=O)CC1,-1,-2,1,4,-5,-1,3,-14,2
O=C(O)c1ccc(NC(=O)c2cn(-c3ccccc3)nc2-c2ccc(F)cc2)cc1,-4,-3,-12,-3,-3,-2,3,-8,5
CCCn1c(=S)[nH]c2cc(C(=O)N3CCCC(C(=O)OCC)C3)ccc2c1=O (centres undefined),1,-7,5,-6,6,2,2,2,3
CCCC(O)(c1ccc(Cl)cc1)C(CN1CCOCC1)c1ccc(Cl)cc1 (centres undefined),12,-1,0,27,0,1,6,0,0
O=C(COC(=O)CCNS(=O)(=O)c1cccs1)Nc1cc(C(F)(F)F)ccc1Cl,3,1,.,6,6,-6,13,2,1
COc1ccc(NC2=NCCCCC2)cc1,8,2,6,7,-14,-2,1,-5,8
Cc1ccnc(N/N=C/c2ccco2)n1,-1,1,8,12,-6,0,2,-3,-2
CC1=CCC2C(=O)N(c3ccc(C)c(Br)c3)C(=O)C2C1 (centres undefined),0,-1,8,-4,-1,2,-2,2,-5
COC(=O)c1cn(C(=O)c2ccccc2F)nc1N,4,-1,0,-3,2,-4,-5,2,2
CC(/C=C1\SC(=S)N(CCCC(=O)Nc2ccc(C(=O)O)cc2)C1=O)=C\c1ccccc1,-4,-12,-20,-11,-17,-13,14,-16,-1
CCc1nnc(NC(=O)COc2ccc3c(c2)OCO3)s1,0,-3,3,2,6,7,-1,6,5
CC(=O)N1CCN(C(=O)c2cc(C)nc3ccccc23)CC1,0,1,3,-1,-5,0,3,3,4
O=C(CSc1nnc(Cc2ccccc2)n1-c1ccc(F)cc1)N1CCOCC1,-1,4,-3,3,-3,-2,6,2,0
CCOc1ccccc1NC(=O)CNC(=O)CNC(=O)Cc1ccccc1,-3,0,1,0,-6,0,2,5,7
Fc1ccc(Nc2c(-c3ccco3)nc3ccccn23)cc1,6,-3,0,-15,1,-1,8,-1,11
Cc1c(C#N)c2ccccc2n1CC(=O)O,5,1,6,23,-4,4,-1,3,7
COc1cc(/C=C(/C#N)c2ccc(F)cc2)ccc1Oc1ccc([N+](=O)[O-])cn1,-7,-3,-7,11,-3,-4,5,47*,0
CCOc1ccc(CNC(=O)CCCc2cn(C)c3ccccc23)cc1OC,0,2,2,-1,6,0,7,3,2
COc1ccc(NC(=O)CS(=O)(=O)c2ccccc2)cc1,5,0,3,13,-7,-1,2,-3,5
CC1CCN(S(=O)(=O)c2cccc(C(=O)NCc3cccs3)c2)CC1,27*,-1,15,-3,5,4,-2,-6,0
COCCCNC(=O)CNC(=O)c1nn(-c2ccc(OC)c(Cl)c2)c(=O)c2ccccc12,-1,5,1,1,-2,-6,4,12,4

# Ordered by molar mass (lowest first): 3 of the compounds above.
SMILES,PAFAH1B2 FP inh,LYPLA1 counter,GSTO1 inh,PREPL inh,PAFAH2 inh,PAD4 inh,pPAFAH FP inh,LYPLA2 inh,PAFAH1B3 inh
COc1ccc(NC2=NCCCCC2)cc1,8,2,6,7,-14,-2,1,-5,8
Fc1ccc(Nc2c(-c3ccco3)nc3ccccn23)cc1,6,-3,0,-15,1,-1,8,-1,11
CCc1nnc(NC(=O)COc2ccc3c(c2)OCO3)s1,0,-3,3,2,6,7,-1,6,5

# Next part.
SMILES,PAFAH1B2 FP inh,LYPLA1 counter,GSTO1 inh,PREPL inh,PAFAH2 inh,PAD4 inh,pPAFAH FP inh,LYPLA2 inh,PAFAH1B3 inh
CSc1ccccc1OCc1cc(C(=O)N2CCN(C)C(c3ccccc3)C2)no1 (centres undefined),6,0,8,5,10,3,2,3,8
Cc1ccc(NC(=O)N2CCCC2C(=O)Nc2ccc3c(c2)OCCO3)cc1 (centres undefined),5,-5,4,2,-3,0,0,-3,-8
COc1cccc2oc3cc(C#Cc4ccccn4)ccc3c(=O)c12,.,-4,-17,-37,.,-3,0,-4,.
O=C(CSc1nc2ccc(NC(=O)c3ccccc3C(=O)O)cc2s1)Nc1ccc(F)c([N+](=O)[O-])c1,4,-6,17,51*,7,-4,8,-2,5
Cc1ccc(NC(=O)CS(=O)CC(=O)N(CC(=O)NC2CCCC2)c2cc(C)ccc2C)cc1 (centres undefined),16,0,-3,13,-6,4,4,1,-5
CS(=O)(=O)N(CC(=O)Nc1ccc2c(c1)OCO2)Cc1ccccc1,6,-2,5,2,-1,-3,4,-3,-3
CN(C)C(CNC(=O)CSc1nc2sc3c(c2c(=O)n1C)CCC3)c1ccccc1 (centres undefined),3,3,2,8,-2,1,5,2,3
C/C(=N/Nc1ccc(C(=O)O)cc1)c1ccc(O)c(O)c1O,6,-4,45*,-2,-5,2,4,-7,19
Cc1ccc(O)c(-c2cc(C(=O)Nc3ccc(S(=O)(=O)Nc4nc(C)cc(C)n4)cc3)[nH]n2)c1,-1,-19,-28,23,1,-4,-4,-16,6
C/C(=C\c1ccccc1)CN1CCN(c2ccccc2F)CC1,3,0,3,21,-3,-6,-2,3,-5
CCNC(=O)c1ccccc1NC(=O)c1cccc(S(=O)(=O)N2CCOCC2)c1,5,-1,1,1,-2,2,1,-3,-2
CCc1nnc(NC(=O)CSc2nnc(Cc3cc(=O)[nH]c(=O)[nH]3)n2-c2ccc(OC)cc2)s1,4,3,-2,-7,-5,-1,0,4,-5
CCCCNc1c(-c2ccc(SC3CCCCC3)cc2)nc2ccccn12,6,1,-1,6,15,0,18,5,8
CCc1ccc(NC(=O)C2CCN(S(=O)(=O)c3cccs3)CC2)cc1,1,0,0,-11,26,0,-7,-2,-4
CC(C)NC(=O)c1sc2nc3c(c(-c4cccs4)c2c1N)CN(C)CC3,0,4,-1,24,-3,-5,1,-1,1
CC1CCC(NC(=O)C2CCC(CNS(=O)(=O)c3cccc4nsnc34)CC2)CC1 (centres undefined),1,-2,1,0,12,5,-2,2,1
O=C(NNC(=S)NC(=O)c1cccnc1)c1ccc(Cl)cc1,3,-4,1,1,-9,2,3,0,2
CC(C)N(Cc1ccccc1)C(=O)c1cnc2n(c1=O)CCS2,0,0,-3,1,8,-4,5,-3,8
CC(C)(C)C(=O)CSc1nccc(=O)[nH]1,1,-1,-2,-2,2,-3,4,0,-2
CNC(=S)N(CCc1c(C)[nH]c2ccc(C)cc12)Cc1ccc(OC)c(OC)c1,6,1,6,2,7,3,24,5,6
Cc1ccc(NC(=O)CCNS(=O)(=O)c2ccc(Br)s2)cc1,12,1,-8,-27,-2,-10,-13,-4,20
C/C=C/C=C/C(=O)OCC(=O)Nc1ccc(Cl)cc1,-1,-2,-4,3,87*,1,12,4,-1
Cc1ccc(NC(=O)COC(=O)c2cc(-c3cccs3)nn2-c2ccccc2)cc1[N+](=O)[O-],3,-4,5,5,5,0,6,5,2
O=C(COC(=O)c1ccc(O)cc1)Nc1cccc(S(=O)(=O)NC2=NCCCCC2)c1,3,-1,7,-5,39*,-1,5,-1,2
Cc1cc(Oc2nc3c(C)cccn3c(=O)c2/C=C(\C#N)S(=O)(=O)c2ccccc2)ccc1Cl,-1,3,-5,-1,-3,-2,2,0,-1
Cc1cc(C(=O)NCCN2CCCCC2C)n(-c2ccccc2)n1 (centres undefined),-5,3,0,13,-12,0,-2,1,8
COc1ccccc1NC(=O)c1cc(Cl)ccc1NC(=O)c1ccco1,0,-8,-2,-1,-20,-1,8,1,1
CC(C)(C)c1cc(NS(=O)(=O)c2cccs2)no1,5,0,2,11,4,-5,-3,-2,-4
COc1cccc(CN(C)C(=S)Nc2cccc(C)c2)c1,5,1,9,1,0,1,2,3,12
O=c1cc(N2CCC3(CC2)OCCO3)[nH]c(=O)n1C1CCCCC1,-1,-2,-2,2,-1,-6,0,0,4
COc1ccc(NC(=O)c2ccc(NC(=O)C(C)C)cc2)c([N+](=O)[O-])c1,2,0,-4,2,-3,-4,-4,-4,6
Cn1cnc([N+](=O)[O-])c1NCc1ccccc1,.,-1,3,15,.,4,-6,-3,.
CCCCCNc1c(C(=O)OCC)c(=O)[nH]c2ccccc12,6,0,-2,12,-3,-3,4,0,5
Cc1ccc(NCN2C(=O)C3CC=C(Cl)CC3C2=O)cc1 (centres undefined),2,1,4,0,5,0,6,-3,-4
COc1ccc(NC(=O)CCOc2ccc(C)cc2)cc1S(=O)(=O)N1CCOCC1,4,-1,.,17,5,-2,6,0,3
Cc1ccc2oc(=O)n(CC(=O)O)c2c1,7,2,-3,3,8,-3,-2,0,13

# Looked up above:
# Entry of Cc1ccc2oc(=O)n(CC(=O)O)c2c1 under PREPL inh: 3
# Entry of CCCCCNc1c(C(=O)OCC)c(=O)[nH]c2ccccc12 under PAD4 inh: -3

# The list goes on.
SMILES,PAFAH1B2 FP inh,LYPLA1 counter,GSTO1 inh,PREPL inh,PAFAH2 inh,PAD4 inh,pPAFAH FP inh,LYPLA2 inh,PAFAH1B3 inh
O=C(NCCc1ccccc1)c1ccccc1NC(=O)C1CCCCC1C(=O)O (centres undefined),.,1,1,-7,.,1,-3,-5,.
CC(C)CCNC(=O)C(c1ccco1)N(CCCO)C(=O)Cn1nnc(-c2ccc(F)cc2)n1 (centres undefined),4,-2,8,18,5,3,2,7,7
Cc1cc(N(CC(=O)NC(C)C)S(C)(=O)=O)ccc1Br,0,-4,5,9,-13,2,7,0,2
O=C(N/N=C/c1ccccc1OCc1ccccc1)c1cccs1,5,-9,-1,-18,9,-4,2,-7,2
Cc1cc(C)n(-c2ccc(C(=O)OC(C)C)cc2)n1,-3,-3,8,-6,6,1,3,-1,1
CCN1C(=O)c2c(C)nc3ccccc3c2C1=O,2,2,4,19,0,-4,3,5,0
O=C(O)C1CCCCC1C(=O)NCc1ccccn1 (centres undefined),10,0,-4,6,7,-4,2,-9,11
CC(=O)Oc1ccc2c(C)cc(=O)oc2c1C(=O)c1ccccc1,0,-5,-7,14,2,0,-3,-2,3
CC1=C(C(=O)Nc2cccc(C(=O)NC3CCCC(C)C3C)c2)SCCO1 (centres undefined),6,-2,-6,3,13,-4,6,-2,1
CNC(=O)C1=C(C)Nc2nc3ccccc3n2C1c1ccc(F)cc1 (centres undefined),6,-1,-2,-2,4,-3,2,-1,6
O=C(O)c1ccc(N/N=C/c2ccc(OC(=O)c3cccc(Cl)c3)cc2)cc1,3,-3,13,8,16,5,17,41*,5
O=C(Nc1nc2c(s1)CCCC2)c1ccc(N2C(=O)CCC2=O)cc1,-3,-4,3,0,3,-4,3,0,4
COc1cc(/C=C2\Oc3cc(O)ccc3C2=O)ccc1O,-41,-65,-48,-52,-104,0,-40,-120,-54
CCOC(=O)Nc1ccc2c(c1)nc(CN1CCOCC1)n2C,0,-3,5,-8,3,-3,1,-4,-1
COc1ccc(-c2[nH]c(-c3ccc(C(=O)O)cc3)nc2-c2ccccc2)cc1,11,8,-26,12,13,7,24,4,5
Cc1ccc(OCC(=O)n2nc(C)cc2C)c(Br)c1,2,-1,3,4,-7,-6,8,3,2
CN(Cc1ccon1)C(=O)CCc1nnc(Cc2ccc(-c3ccccc3)cc2)o1,0,-2,-11,14,6,-1,7,7,10
COc1ccc(S(=O)(=O)N2CCOCC2)cc1NC(=O)c1cccc(-n2cccc2)c1,2,-1,-4,15,11,0,17,-3,6

# These rows are one share of the data. The share of hits here may be higher or lower than overall.
